High-throughput results from PubChem.
EPAC1 antagonist: qHTS for Antagonist of cAMP-regulated guanine nucleotide exchange factor 3 (EPAC1): primary screen. Potency, µM (series often up to 115 µM), for the others: top-dose activity change, negative = inhibition, hits mostly inhibitors. actives 0.14% (n = 360,000). Rap guanine nucleotide exchange factor 3 (Homo sapiens), O95398. AID 720709, 2013. EPAC1 GEF assay, Rap1b-BODIPY-GDP exchange fluorescence;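 also: plate controls were vehicle for no effect and positive control for full effect; nearly all actives have a fitted effect of over 50% in size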
TDP-43 yeast inh: qHTS of TDP-43 Inhibitors; actives 1.8% (n = 410,000); TDP-43 expressing yeast growth rescue, BacTiter-Glo, 24 h; Potency, µM (titrated, usually from 46.1 µM), without a hit: at the top dose growth rescue (activation), actives largely listed as activators; also: % of control where 0% means no effect; nearly all actives have a fitted effect of over 50% in size
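Growth rescue of TDP-43-toxic yeast measured as ATP luminescence (BacTiter-Glo). Cells grown to mid-log in raffinose, induced in galactose at OD600=0.02, exposed to compound 24 hr at 30 deg C.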
EPAC2 ag: qHTS for Agonist of cAMP-regulated guanine nucleotide exchange factor 4 (EPAC2): primary screen | EPAC2 activation, biochemical qHTS; response scale: 100% = 6.5 mM cAMP response | Potency, µM (highest dose often 154 µM), for the others: at the top dose activation, usual class: activators | actives 0.079% (n = 360,000) | AID 720711, 2013; also: nearly all actives have a fitted effect of over 50% in size
Target sequence (Q8WZA2 whole entry, looked up): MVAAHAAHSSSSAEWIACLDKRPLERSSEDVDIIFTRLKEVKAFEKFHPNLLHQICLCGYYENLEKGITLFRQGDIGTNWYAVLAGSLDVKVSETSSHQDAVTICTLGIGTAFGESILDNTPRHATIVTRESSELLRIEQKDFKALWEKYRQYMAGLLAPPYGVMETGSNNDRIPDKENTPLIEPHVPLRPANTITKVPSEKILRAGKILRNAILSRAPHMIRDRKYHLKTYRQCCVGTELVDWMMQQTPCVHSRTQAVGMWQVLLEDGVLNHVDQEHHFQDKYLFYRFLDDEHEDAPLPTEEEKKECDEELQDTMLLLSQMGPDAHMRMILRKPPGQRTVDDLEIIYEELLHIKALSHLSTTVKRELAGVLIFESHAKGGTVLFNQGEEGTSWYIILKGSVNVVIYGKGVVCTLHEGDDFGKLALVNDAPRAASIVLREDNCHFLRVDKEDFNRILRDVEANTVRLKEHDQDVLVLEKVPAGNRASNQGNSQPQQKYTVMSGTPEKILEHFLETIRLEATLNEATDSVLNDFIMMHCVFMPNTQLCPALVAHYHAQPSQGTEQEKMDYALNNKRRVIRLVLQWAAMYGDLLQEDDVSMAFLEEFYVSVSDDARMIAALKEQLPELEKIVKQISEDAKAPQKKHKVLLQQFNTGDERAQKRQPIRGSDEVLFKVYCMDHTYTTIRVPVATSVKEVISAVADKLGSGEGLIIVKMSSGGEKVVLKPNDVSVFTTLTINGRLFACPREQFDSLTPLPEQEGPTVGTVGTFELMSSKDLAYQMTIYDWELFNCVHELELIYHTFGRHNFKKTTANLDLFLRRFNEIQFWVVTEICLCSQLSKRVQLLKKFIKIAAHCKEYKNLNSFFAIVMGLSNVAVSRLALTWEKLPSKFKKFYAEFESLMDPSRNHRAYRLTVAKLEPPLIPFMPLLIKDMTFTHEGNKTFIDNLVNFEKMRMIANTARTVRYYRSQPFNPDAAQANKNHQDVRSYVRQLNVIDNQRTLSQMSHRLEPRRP
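Each well held 100 nM EPAC2, 250 nM RAP1B-BODIPY-GDP and 50 uM GDP. Fluorescence, read at 5-min intervals to 30 min, was referenced to a 6.5 mM cAMP positive control.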
FUS suppressor: qHTS for Suppressors of FUS Proteinopathy: Primary screen using FUS-linked yeast assay. S. cerevisiae FUS-expressing, growth rescue, OD600, 24 h. Potency, µM (top dose mostly 76.6 µM), without a hit: top-dose growth rescue (activation), actives largely listed as activators. actives 0.24% (n = 390,000);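 also: plate controls were DMSO vehicle for no effect and reference control for full effect; nearly all actives have a fitted effect of over 55% in size; some results filed as inactive show a strong effect at the top dose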
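Steps: raffinose overnight preculture; dilution to OD 0.005 in 2% galactose minimal medium; compound addition (concentration series); 24hr at 30C, 99% humidity; absorbance read at 600 nm.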
EPAC1 ag: qHTS for Agonist of cAMP-regulated guanine nucleotide exchange factor 3 (EPAC1): primary screen. Rap guanine nucleotide exchange factor 3 (Homo sapiens), O95398. AID 720707, 2013. Potency, µM (doses to about 154 µM), without a hit: at the highest dose activation, most hits filed as activators. actives 0.073% (n = 360,000). EPAC1 agonist qHTS, biochemical assay; response scale: 100% = response to 6.5 mM cAMP; also: nearly all actives have a fitted effect of over 60% in size
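Compounds were pinned as a concentration titration into mixtures of EPAC1 (100 nM), BODIPY-GDP-loaded Rap1B (250 nM) and GDP (50 uM). After 5 min at room temperature, fluorescence was followed for 30 min; activity was scaled to 6.5 mM cAMP.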
aSyn rescue: qHTS of alpha-syn Inhibitors | Yeast expressing alpha-synuclein, growth rescue, BacTiter-Glo, 24 h | Potency, µM (highest dose often 46.1 µM), for the others: at the highest dose growth rescue (activation), most hits filed as activators | actives 0.14% (n = 370,000); also: % of control where 0% means no effect; nearly all actives have a fitted effect of over 65% in size
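Rescue of yeast growth: cells expressing toxic alpha-synuclein, induced in galactose at OD600 0.02, incubated with compound 24 h at 30 C. ATP luminescence quantified growth; inhibitors of toxicity appear as activators.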
PTHR1 agonist: qHTS for PTHR1 Agonists: Primary Screen; AID 743266, 2014; HEK293 GP2 PTHR1 cells, GloSensor cAMP luminescence, 1 h; actives 0.075% (n = 410,000); Parathyroid hormone/parathyroid hormone-related peptide receptor (Homo sapiens), Q03431; Potency, µM (doses to about 115 µM), for the others: at the highest dose activation, hits mostly activators; also: nearly all actives have a fitted effect of over 55% in size; some results filed as inactive show a strong effect at the top dose; inactives centre near -15; many of its hits are not listed in these tables
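HEK-293-derived GP2 cells expressing PTHR1 and a GloSensor cAMP reporter, 3,000/well, plated overnight, given luciferin plus IBMX (each 0.5 mM as added) for 1 h at 37 °C, then compound for 1 h at 37 °C. Luminescence was read after 15 min at room temperature.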
EPAC2 antagonist: qHTS for Antagonist of cAMP-regulated guanine nucleotide exchange factor 2 (EPAC2): primary screen; AID 720708, 2013; actives 0.18% (n = 360,000); Potency, µM (titrated, usually from 114 µM), inactives show at the highest dose activity, negative = inhibition, hits mostly inhibitors; Rap guanine nucleotide exchange factor 4 (Homo sapiens), Q8WZA2; EPAC2 GEF exchange of Rap1B-BODIPY-GDP, fluorescence; also: % is scaled to controls: 0 for no effect and ±100 for the full control effect; nearly all actives have a fitted effect of over 45% in size; many of its hits are not listed in these tables
* = called active by the depositor; i = inactive; ? = inconclusive; · = not tested or not shown; & = joins results of further samples; [ ] = dose if it differs, or a comment. Calls follow the shape of the dose curve; as a rule, active = well fitted curve in the direction sought with a large enough effect; inconclusive = small, poorly fitted or top-dose-only effect, or another doubt; inactive = no such curve, though single readings can be large; an effect the other way counts as inactive or inconclusive. Potency is read from the fitted curve at half-maximal effect. An excerpt; count on the stated rates, not on these rows.

SMILES	EPAC1 antagonist	TDP-43 yeast inh	EPAC2 ag	FUS suppressor	EPAC1 ag	aSyn rescue	PTHR1 agonist	EPAC2 antagonist
COc1ccc(NC(=O)NCc2ccncc2)c(OC)c1	0.5%	-14.9%	11.3%	0.1%	6.2%	·	0.5%	-4.5%
COc1ccc(Cl)cc1N1CC(C(=O)Nc2nccs2)CC1=O (stereo not drawn)	1.0%	-13.3%	-5.4%	4.0%	5.8%	6.3%	i	1.4%
COc1ccc2oc(=O)c(C(=O)NCCc3c(C)[nH]c4c(Cl)cccc34)cc2c1	·	2.7%	·	1.0%	·	-5.5%	-16.5%	·
Cc1ccc(OCC(=O)N(C)CC(=O)Nc2cccc(F)c2)cc1	1.0%	10.1%	10.6%	·	0.6%	1.4%	-6.4%	7.6%
CCn1c(SCC(=O)N2CCN(S(=O)(=O)c3ccccc3)CC2)nnc1-c1cccs1	4.4%	11.2%	-1.9%	15.2%	-0.8%	2.0%	i	8.2%
COc1ccc(CNC(=O)CSC(=S)N2CCCC2)cc1	-9.7%	5.1%	3.1%	17.1%	-59.3%[inhibitor]	-4.9%	-5.7%	-3.1%
Cc1cc(C)n(-c2ccc3cccc(NS(C)(=O)=O)c3n2)n1	11.8%	12.9%	2.2%	-16.5%	4.6%	-1.8%	i	-0.3%
O=C(O)CCCC(=O)Nc1cccc(C(=O)Nc2ccccc2C(=O)O)c1	-11.3%	-1.2%	7.8%	21.3%	10.4%	0.2%	-11.5%	2.5%
Fc1cccc(NC(=S)NCCCN2CCOCC2)c1	-3.0%	2.0%	-0.9%	2.9%	15.3%	-2.3%	i	1.5%
CSc1ncccc1C(=O)OCCCC(=O)c1ccc(F)cc1	-18.6%	6.7%	18.1%	12.3%	-2.6%	14.0%	-62.1%[inhibitor]	-11.8%
Cn1nnnc1SCC(=O)NNC(=O)c1ccc(Cl)cc1	-3.9%	5.3%	-2.4%	7.9%	-1.9%	4.6%	i	16.5%
CC(=O)N1CCc2cc(S(=O)(=O)CCC(=O)NCCc3ccccc3)ccc21	10.9%	6.0%	1.7%	-15.9%	-11.3%	0.5%	-6.5%	1.4%
Cc1ccc(-n2c(O)c(C=Nc3ccc4c(c3)OCO4)c3ccccc3c2=O)cc1C	9.0%	-13.9%	-3.6%	-7.2%	-1.1%	-0.8%	i	-2.4%
O=C(CC12CC3CC(CC(C3)C1)C2)NC(=S)NCc1ccco1	-15.0%	19.2%	22.6%	-14.2%	18.6%	-2.3%	-61.8%[inhibitor]	-28.9%
COc1ccc(CC(=O)NC(CC(=O)O)c2ccc(OC)cc2)cc1 (stereo not drawn)	4.0%	-12.7%	-2.9%	2.8%	-2.2%	7.9%	i	5.4%
Cc1ccc2nc(NC(=O)CNS(=O)(=O)c3ccc(Br)s3)sc2c1	9.0%	-19.8%	4.0%	29.0%	8.3%	-1.7%	-1.2%	-3.5%
COc1cc(OC)cc(C(=O)NCCSC2CCCCC2)c1	-18.7%	17.5%	-1.6%	13.9%	-14.0%	-7.1%	i	0.8%
COc1cccc(N(CC(=O)N2CCN(C)CC2)S(=O)(=O)c2ccc(C)cc2)c1	0.0%	4.7%	-6.1%	0.2%	0.0%	-0.7%	i	6.3%
O=C(Nc1cccc(S(=O)(=O)NC2=NCCCCC2)c1)c1cc(-c2ccccc2)nc2ccccc12	-27.4%	3.7%	19.9%	-9.7%	25.1%	-0.4%	-23.8%	-13.1%
Cc1cc(C)c(-c2c(O)c3cnn(-c4ccccc4)c3[nH]c2=O)c(C)c1	-15.0%	3.5%	8.1%	18.6%	-11.3%	4.5%	-11.3%	10.9%
C#CCOCCOCCOCCNc1nc(N2CCOCC2)nc(N2CCN(C(=O)[C@H](CC(N)=O)n3cc([C@@H](N)C(C)C)nn3)CC2)n1	7.7%	9.5%	2.7%	-11.6%	2.0%	-0.6%	i	8.8%
CC(=O)N1CCc2cc(S(=O)(=O)NCCC(=O)NCCc3ccccc3)ccc21	10.4%	16.6%	9.9%	7.1%	0.7%	2.0%	i	3.8%
Cc1c(Cl)cccc1NC(=O)CCCCCN1C(=O)CCC1=O	7.1%	-33.6%[inhibitor]	-0.8%	?	-11.0%	-12.4%	i	-0.4%
O=C(C[n+]1ccc(CCSc2ccc(F)cc2)cc1)c1ccccc1	-19.4%	-13.5%[0.397 µM]	6.3%	16.8%	4.6%	-9.0%	i	-2.0%
Cc1ccc2nc3sc(C(=O)N4CCOCC4)c(N)c3cc2c1	8.9%	15.1%	-57.6%[inhibitor]	7.6%	27.3%	-1.9%	-42.8%[inhibitor]	5.6%
CN(CC1CCOCC1)C(=O)CC1C(=O)NCCN1Cc1cccc(F)c1 (stereo not drawn)	10.6%	12.1%	4.9%	3.9%	6.4%	0.1%	-13.5%	5.2%
COc1cccc(CNC(=O)COC(=O)CN(C)S(=O)(=O)c2ccc(NC(C)=O)cc2)c1	-9.8%	-9.2%	-1.9%	10.3%	8.8%	7.3%	2.3%	10.0%
CC(C)(C)NC(=O)CN(C(=O)c1snc(C(=O)NC2CCCCC2)c1N)c1ccccc1F	-1.5%	3.9%	-1.7%	?	3.7%	0.1%	i	2.3%
CC(CNC(=O)CCn1c(=O)c2cccn2c2ccc(F)cc21)c1ccccc1 (stereo not drawn)	0.5%	17.7%&24.3%	-1.4%	32.6%&31.4%	-9.4%	4.3%	-9.3%	-2.2%
CCOC(=O)COn1c2c(c3c4no[n+]([O-])c4ccc31)CCCC2	-2.2%	-3.3%	-0.3%	11.8%	-8.6%	1.6%	4.4%[57.5 µM]	-4.2%
COc1cccc(CNn2c(-c3cccc(C)c3)nc3ccccc3c2=O)c1	-5.1%	?	16.1%	5.2%	14.8%	-6.7%	i	-10.9%
O=C(CN1CCCCC1)N1N=C(c2cccs2)CC1c1cccs1 (stereo not drawn)	-6.8%	3.4%	2.5%	10.8%	-2.2%	-4.8%	-16.7%	3.9%
O=C(Nc1ccc(Cl)cc1)Nc1ccon1	0.2%	?	14.7%	0.9%	16.4%	-1.6%	i	-7.5%
Cc1ccc(-c2cc(C(=O)N3CCN(c4ccc(O)cc4)CC3)c3ccccc3n2)cc1	-15.4%	15.8µM*	9.6%	?	5.9%	5.9%	-24.0%	-8.5%
CC(C)(C)Sc1ccc2nc3c(n2c1)CCCC3	4.7%	-13.0%	4.1%	-5.7%	-6.0%	-10.5%	-19.1%	3.3%
O=C(CN1CCCCC1)Nc1ccc(NC(=O)c2ccccc2Cl)cc1Cl	-6.4%	15.7%	7.7%	·	7.2%	-6.2%	i	?
CC(=O)Oc1ccccc1C(=O)Oc1ccc(/C=N/n2cnnc2)cc1	4.5%	0.0%	2.4%	20.6%	2.6%	-13.6%	-12.8%	9.4%
COC/C=C/C1=CC2=CC(=O)C(C)(OC(=O)c3cnc4ccccc4n3)C(=O)C2=CN1C1CC1 (stereo not drawn)	-0.4%	-10.5%	-2.0%	?	0.7%	0.8%	-31.3%[inhibitor]	8.4%
C=CC[C@@H](CC(=O)N(CCO)Cc1ccccc1)C(=O)N[C@@H](C)COC(=O)[C@@H](CC=C)CC(=O)OC(C)(C)C	5.1%	-2.3%	-9.4%	32.9%	-28.1%	13.9%	-58.4%[inhibitor]	-10.0%
O=S(=O)(c1cccc(F)c1)N1CCN(c2nc(-c3cccnc3)nc3ccccc23)CC1	-13.9%	-5.5%	5.6%	3.0%	2.3%	-0.9%	-20.7%	-0.6%

Sorted by formula weight (smallest number first): 3 of the compounds above
SMILES	EPAC1 antagonist	TDP-43 yeast inh	EPAC2 ag	FUS suppressor	EPAC1 ag	aSyn rescue	PTHR1 agonist	EPAC2 antagonist
COc1ccc(NC(=O)NCc2ccncc2)c(OC)c1	0.5%	-14.9%	11.3%	0.1%	6.2%	·	0.5%	-4.5%
CCOC(=O)COn1c2c(c3c4no[n+]([O-])c4ccc31)CCCC2	-2.2%	-3.3%	-0.3%	11.8%	-8.6%	1.6%	4.4%[57.5 µM]	-4.2%
O=C(CN1CCCCC1)N1N=C(c2cccs2)CC1c1cccs1 (stereo not drawn)	-6.8%	3.4%	2.5%	10.8%	-2.2%	-4.8%	-16.7%	3.9%

The results go on:
SMILES	EPAC1 antagonist	TDP-43 yeast inh	EPAC2 ag	FUS suppressor	EPAC1 ag	aSyn rescue	PTHR1 agonist	EPAC2 antagonist
COCCNC(=O)c1cn(C)c2ccccc2c1=O	7.2%	-10.1%	-3.7%	0.6%	-1.7%	1.1%	-2.5%	11.4%
Cc1sc2nc(SCC(=O)Nc3cccc(S(N)(=O)=O)c3)[nH]c(=O)c2c1C	2.2%	14.4%	-5.3%	·	0.7%	-12.0%	i	14.2%
C/C(CC(=O)Nc1ccc2c(c1)OCCO2)=N\NC(=O)C(=O)Nc1ccccc1C	-7.4%	-5.8%	7.8%	-31.6%	11.6%	5.1%	i	15.6%
Cc1cc(C)c2cc(CN(CCO)C(=O)Nc3ccc(F)cc3)c(=O)[nH]c2c1	-3.0%	0.9%	4.8%	41.9%	4.3%	0.6%	-42.9%[inhibitor][57.5 µM]	-1.8%
O=S(=O)(c1ccc(N2CCN(CCO)CC2)nc1)N1CCOCC1	7.3%	-10.9%	16.5%	1.9%	1.7%	-4.4%	29.1%	-3.7%
Cc1cc(OCC(=O)NCCCN2CCOCC2)c2c(C)cc(=O)oc2c1	6.1%	-11.4%	9.6%	-20.2%	14.8%	-2.1%	i	-11.2%
CCCC[C@@H]1CN=C(N)N1CC(C)(C)C	-2.1%	10.8%	-0.9%	-13.9%	-10.6%	3.3%	-13.2%	12.4%
Cc1[nH][nH]c(=O)c1C(c1ccccc1[N+](=O)[O-])C(C#N)C#N (stereo not drawn)	-11.0%	-10.1%	7.9%	0.6%	11.1%	0.1%	-3.2%	-4.1%
Cc1ccccc1C(=O)c1cccn1CC(=O)NCCC1=CCCCC1	-21.1%	?	8.3%	22.0%	8.5%	5.4%	i	-0.7%
Nc1nonc1OCCOCCOCCOc1nonc1N	4.0%	-5.2%	6.1%	-1.7%	5.6%	0.2%	-15.7%	16.6%
Cc1cccc(NC(=O)Cn2c(C)c(C#N)c3ccccc32)c1C	-3.3%	13.6%	9.4%	27.3%	-2.0%	0.0%	-22.6%	-2.3%
